MsrA inh: inhibits bovine methionine sulfoxide reductase A; purified bovine MsrA, absorbance read-out; inhibition, % at 15.5 µM; 360,000 compounds, 0.75% hits; AID 651718; in the data active means inhibition above about 4.5%;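 further: 0% = vehicle wells with enzyme and 100% = reference inhibitor wells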
bovine MsrA act: bovine methionine sulfoxide reductase A activation | purified bovine MsrA, absorbance read-out | activation, % at 10.6 µM | 360,000 compounds, 0.3% hits; in the data active means activation above about 7.5%;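 further: 0% = vehicle and 100% = reference activator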
Tb MetRS inh: Trypanosoma brucei MetRS inhibition | purified T. brucei MetRS, ATP depletion, Kinase-Glo luminescence | inhibition, % at 11.9 µM | 360,000 compounds, 0.4% hits;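 active means inhibition above a per-plate cutoff of the control wells' mean inhibition plus 3 SD, cut at about 5.5% in these data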;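 further: 0% = DMSO wells median and 100% = median of wells with control inhibitor compound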
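Material: parasite MetRS enzyme / Replication: singlicate, one well per compound / Signal: luminescence of leftover ATP / Schedule: 2 h aminoacylation at 25 °C after 15 min preincubation / Medium: HEPES-MgCl2-KCl buffer plus DTT, spermine, BSA, pyrophosphatase / Doses: 11.9 µM single point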
PABP1 MLLE inh: inhibitors of microRNA-mediated deadenylation, human PABP1 MLLE binding. P11940. GST-MLLE / FITC-PAM2 fluorescence polarization. inhibition, % at 20 µM. 360,000 compounds, 0.36% hits. AID 588489; in the data active means inhibition above about 35%, passing the limit was not always enough;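 further: plate controls were DMSO wells with GST-MLLE for no effect and wells lacking GST-MLLE protein for full effect; some results filed as inactive read as strong as hits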
Target sequence (P11940 whole entry, looked up): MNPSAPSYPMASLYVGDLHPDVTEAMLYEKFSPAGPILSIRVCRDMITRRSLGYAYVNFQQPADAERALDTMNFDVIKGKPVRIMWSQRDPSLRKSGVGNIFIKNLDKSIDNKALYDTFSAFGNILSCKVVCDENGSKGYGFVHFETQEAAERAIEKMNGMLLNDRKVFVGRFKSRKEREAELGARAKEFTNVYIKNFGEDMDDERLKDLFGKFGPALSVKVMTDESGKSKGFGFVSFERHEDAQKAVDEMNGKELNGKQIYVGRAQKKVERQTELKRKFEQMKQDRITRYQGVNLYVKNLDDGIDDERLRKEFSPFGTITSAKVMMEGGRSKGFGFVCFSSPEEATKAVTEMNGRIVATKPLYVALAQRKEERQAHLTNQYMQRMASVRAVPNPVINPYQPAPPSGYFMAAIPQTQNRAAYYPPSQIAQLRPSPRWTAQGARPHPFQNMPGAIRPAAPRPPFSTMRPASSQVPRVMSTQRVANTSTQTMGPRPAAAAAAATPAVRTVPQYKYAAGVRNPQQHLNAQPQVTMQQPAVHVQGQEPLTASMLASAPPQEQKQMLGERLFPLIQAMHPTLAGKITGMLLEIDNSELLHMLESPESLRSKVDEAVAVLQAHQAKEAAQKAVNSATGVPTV
FAS-TE inh: blocks the thioesterase domain of human fatty acid synthase. P49327. recombinant FAS-TE, OMFH fluorogenic substrate, fluorescence endpoint. inhibition, % at 15 µM. 360,000 compounds, 0.67% hits;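 active means compounds whose normalised, plate-corrected inhibition of enzyme fluorescence in the single-dose primary screen is 50% or more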;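 further: 0% = DMSO with enzyme and 100% = substrate without enzyme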
Rin1-Abl PPI inh: human Rin1-Abl interaction inhibition; TR-FRET Rin1/Abl binding, biochemical; AID 588664; P00519+Q13671; inhibition, % at 7.35 µM; 360,000 compounds, 0.4% hits; in the data active means inhibition above about 5%, passing the limit was not always enough
Neddyl block: inhibitors of human cullin neddylation; calls only at 25 µM; 360,000 compounds, 0.58% hits; TR-FRET cullin neddylation, biochemical; AID 651699; P61081+Q13564; in the data active means inhibition above about 36%
CSN deneddyl inh: CSN deneddylation inhibition; Q92905; Purified CSN, SCF-Nedd8-OG deneddylation, fluorescence polarization; inhibition, % at 12.5 µM; 360,000 compounds, 0.38% hits; AID 651999;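 active means pattern-corrected inhibition above about 35%, with an unprinted fluorescence ratio check between 0.5 and 1.5, limit read from the data, passing the limit was not always enough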;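 further: 0% = enzyme with substrate and 100% = substrate without enzyme; some results filed as inactive read as strong as hits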
Target sequence (Q92905 whole entry, looked up, one chain of several): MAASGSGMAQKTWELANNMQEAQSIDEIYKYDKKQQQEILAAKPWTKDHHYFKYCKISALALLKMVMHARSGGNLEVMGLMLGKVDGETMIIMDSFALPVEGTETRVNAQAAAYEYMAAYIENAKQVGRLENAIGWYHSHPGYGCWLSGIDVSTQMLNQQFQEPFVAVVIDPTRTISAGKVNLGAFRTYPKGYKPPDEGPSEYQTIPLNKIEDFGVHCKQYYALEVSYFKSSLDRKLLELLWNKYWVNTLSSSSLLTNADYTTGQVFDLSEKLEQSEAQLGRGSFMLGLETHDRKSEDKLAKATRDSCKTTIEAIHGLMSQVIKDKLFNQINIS
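Material: purified human Csn5 enzyme expressed in HEK293T cells / Medium: Tris buffer pH 7.5, NaCl, DTT, Tween-20, trehalose, ovalbumin / Compound dosing: 12.5 µM single point / Schedule: 90 min incubation of compound, enzyme and substrate at room temperature / Signal: fluorescence polarization of the substrate / Control set: no-enzyme wells high, enzyme-with-substrate wells low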
eLon inh: E. coli protease La inhibition. 360,000 compounds, 0.42% hits. P0A9M0. inhibition, % at 7.94 µM. purified E. coli Lon protease, fluorescence polarization; in the data active means inhibition above about 13%, passing the limit was not always enough;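 further: 0% = enzyme with probe and DMSO and 100% = no enzyme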
Active calls of the source: *; i = inactive; x = not tested or not shown. Random draw from the library (roughly 4% active in at least one column).

SMILES	MsrA inh	bovine MsrA act	Tb MetRS inh	PABP1 MLLE inh	FAS-TE inh	Rin1-Abl PPI inh	Neddyl block	CSN deneddyl inh	eLon inh
O=C(NCc1ccncc1)C1CCN(S(=O)(=O)c2ccc(Cl)c(C(F)(F)F)c2)CC1	-1.8	2	-0.4	-7	-5	2	i	-5	-5
COC(=O)c1ccc(NS(=O)(=O)c2ccc(-c3cc(C)no3)s2)cc1	-0.6	-5	-0.4	-23	-1	-3	i	1	-3
O=C(COC(=O)c1ccc([N+](=O)[O-])cc1Cl)Nc1cccnc1Cl	-0.3	-2	-0.2	5	1	8.7*	i	-2	1
N#CCC(=O)NNc1c([N+](=O)[O-])cc(C(F)(F)F)cc1[N+](=O)[O-]	1.0	-3	-1.2	-9	1	-3	i	0	0
C[C@H]1CCC(=O)N([C@H](COc2ccccc2)Cc2ccccc2)CC1	1.3	-6	-0.3	11	15	6	i	2	1
O=C(CC1SC(=Nc2ccc(O)cc2)NC1=O)Nc1ccccc1 (stereo not drawn)	x	-6	-1.2	-2	-3	3	i	12	-9
CC12C=CC(=O)C=C1CCC1C3CCC(O)(C(=O)CO)C3(C)CC3OC312 (stereo not drawn)	-1.2	2	2.4	2	-3	-2	i	-1	-2
O=C(O)COc1c(-c2ccc(Cl)cc2)oc2ccccc2c1=O	3.6	-5	0.0	10	1	0	i	-15	1
Cc1cc(=O)oc2cc(OCC(=O)N3CCOCC3)ccc12	4.0	-2	-0.1	-1	-1	-3	i	1	-5
Cc1ccc(-c2nc3ccccc3[nH]2)cc1NC(=O)/C=C/c1ccco1	2.4	-13	0.3	-15	3	-3	i	7	-5
CCOC(=O)c1nc2sc3c(c2c(=O)[nH]1)CCC(C)C3 (stereo not drawn)	0.3	-3	-0.4	-5	-2	-5	x	3	1
CC(=O)N(C)C[C@H]1Oc2ncc(Br)cc2C(=O)N([C@H](C)CO)C[C@@H]1C	-1.7	0	-0.8	-2	-5	-3	i	2	-13
CCn1c(C(Cc2ccccc2)NC(=O)COC)nc2ccccc21 (stereo not drawn)	-0.1	-6	-1.3	15	-6	-2	i	0	-6
COc1ccc(NC(=S)N2CCC(C(=O)c3ccc(F)cc3)CC2)cc1	-0.5	-2	-0.3	-91	3	1	i	2	2
O=C(COc1ccccc1)NNC(=O)COc1ccc([N+](=O)[O-])cc1	-1.0	-6	-0.5	6	9	3	i	-1	1
COc1ccc(COC(=O)N/N=C(\C)CC(=O)Nc2ccc(Cl)cc2)cc1	0.6	-2	-0.5	-1	1	-1	i	2	9
Cc1cccc(N(CC(=O)NCc2ccc3c(c2)OCO3)C(=O)CCC(=O)Nc2ccccn2)c1C	-2.0	3	-0.9	-2	8	1	i	0	-14
O=C(Nc1nc2c(F)cccc2s1)c1ccc([N+](=O)[O-])o1	-0.1	-7	-0.7	7	44	-1	i	1	-2
O=C(NC(=O)c1ccccc1)Nc1cccc(S(=O)(=O)N2CCCCC2)c1	1.0	-6	-0.8	-6	-8	-1	i	-1	-11
COc1cc(-c2ccc(N3C(c4ccsc4)=Cc4ccccc4C3CC(C)=O)cc2)cc(OC)c1OC (stereo not drawn)	1.2	-2	-0.3	x	16	x	i	6	-5

Reprinted from the part before: three entries, then new ones.
SMILES	MsrA inh	bovine MsrA act	Tb MetRS inh	PABP1 MLLE inh	FAS-TE inh	Rin1-Abl PPI inh	Neddyl block	CSN deneddyl inh	eLon inh
O=C(Nc1nc2c(F)cccc2s1)c1ccc([N+](=O)[O-])o1	-0.1	-7	-0.7	7	44	-1	i	1	-2
O=C(NC(=O)c1ccccc1)Nc1cccc(S(=O)(=O)N2CCCCC2)c1	1.0	-6	-0.8	-6	-8	-1	i	-1	-11
COc1cc(-c2ccc(N3C(c4ccsc4)=Cc4ccccc4C3CC(C)=O)cc2)cc(OC)c1OC (stereo not drawn)	1.2	-2	-0.3	x	16	x	i	6	-5
CCOC(=O)[C@]12CCCC=C1N(Cc1ccco1)C(=O)[C@H](CC(=O)N1CCCC1)C2	-0.1	-10	-1.5	x	-10	x	i	-6	-13
CCOC(=O)c1cnn(-c2nc3c(C)cccc3s2)c1C	-0.6	3	0.7	0	0	-5	i	2	-5
O=C(CN1C(=O)NC2(CCCCC2)C1=O)NCCc1ccccc1	-0.4	0	-0.3	-21	-5	1	i	0	-7
CN(C)c1ccc(NC(=O)CC(NCc2ccccn2)C(=O)O)cc1 (stereo not drawn)	-0.4	0	0.0	-8	-10	-4	i	0	-8
O=C(NCc1ccccc1)c1ccc(=O)oc1	7.5*	-11	-0.5	11	-3	0	i	1	10
Cc1ccc(S(=O)(=O)NC2(C(F)(F)F)NC(=O)N(c3ccccc3F)C2=O)cc1 (stereo not drawn)	-0.4	-3	-0.1	-10	-6	3	i	0	8
O=C(Cn1nnc(-c2cccc(C(F)(F)F)c2)n1)NC1CCCC1	-0.7	1	-0.7	1	0	-2	i	3	-4
CCOc1ccc(OCC(=O)OCC(=O)N(CC(C)C)c2c(N)n(Cc3ccccc3)c(=O)[nH]c2=O)cc1	-1.3	0	-0.4	-4	-9	3	i	-2	-8
CCCn1c(SCC(=O)Nc2ccc(OC)cc2)nnc1-c1ccncc1	0.6	-2	-0.4	-4	-3	-1	i	-3	-5
Cc1ccc(C(=O)NCc2cccs2)cc1S(=O)(=O)N1CCCCC1	-0.3	-5	0.5	-5	2	2	i	2	-6
CC/C(=N\NC(=O)CSCc1ccc(Cl)cc1)c1ccc2c(c1)OCCO2	-0.9	-1	0.7	0	5	2	i	1	-17
N#CCc1nc2n(n1)Cc1ccccc1-2	0.9	-11	-1.6	-5	-10	4	i	2	-6
CCN(CC(=O)NCc1ccc(Cl)cc1)C(=O)COc1ccc(Cl)cc1Br	0.4	-6	-0.3	5	23	1	i	8	-1
CC(Oc1ccccc1)C(=O)NC1C(=O)N2C1SC(C)(C)C2C(=O)O (stereo not drawn)	-0.7	-7	-1.1	9	-11	2	i	0	1
Cc1csc(NC(=O)c2cccc([N+](=O)[O-])c2C(=O)O)n1	-0.6	-4	-0.2	-6	-4	-1	i	5	3
CCOc1ccc(CNCc2ccccc2Cl)cc1	0.5	-2	-0.6	3	-3	0	i	3	4
Cc1cc(C)c(OCCCn2ccnc2)c(C)c1	-0.8	-4	0.4	8	-1	1	i	-2	-11
C[C@H]1CCC[C@]2(CC(=O)c3cc(F)ccc3O2)C1	-0.8	-1	-0.1	-4	5	-1	i	-1	-5
Fc1ccc(F)c(NC2=NCCCCC2)c1	-0.8	-3	-0.1	-7	-5	-1	i	-2	-1
CSc1ccccc1Nc1ncnc(N)n1	-0.1	-3	-0.4	-14	-6	-1	i	1	0
Cc1ccc(C(=O)OCC(=O)NCCc2ccc(S(N)(=O)=O)cc2)o1	-1.1	-4	0.1	7	-4	4	i	4	-3
Cc1coc2c(C)c3oc(=O)c(CCC(=O)NCCCn4ccnc4)c(C)c3cc12	1.8	-1	-0.3	-6	-3	-5	x	9	3
CCN(CC)CCNC(=O)c1ccc(NC(=O)c2ccc(S(=O)(=O)N3CCCCCC3)cc2)cc1	1.0	-4	-0.5	6	-2	2	i	9	3
O=C(COc1cc(F)ccc1[N+](=O)[O-])Nc1ccc(N2CCCCC2)cc1	0.4	-4	-0.2	6	3	3	i	3	-9
CCCC(=O)N(Cc1cc(=O)[nH]c2ccccc12)c1ccccc1OC	1.0	-1	-0.7	5	-3	2	i	0	10
COc1ccccc1N1CCN(Cc2cc(=O)oc3ccccc23)CC1	1.1	-2	0.7	0	4	0	i	2	-4
CCc1ccc(NC(=O)Cc2ccc(-n3cccc3)cc2)cc1	0.8	-1	-0.1	-6	-3	3	i	1	-10
O=C(NC1CCS(=O)(=O)C1)C1CCCN(S(=O)(=O)c2ccc(Cl)cc2)C1 (stereo not drawn)	0.9	-2	0.0	14	-3	1	i	-9	6
Cc1ccc(N(CC(O)CN2CCCC2)S(=O)(=O)c2ccc(C)cc2)cc1 (stereo not drawn)	0.6	0	-0.4	-9	-2	1	i	3	-6
COc1ccc(-c2nc(NC(=O)c3ccco3)sc2C)cc1	1.8	-7	-0.4	-10	4	3	i	3	0
Cc1nnc(-c2cccc(Br)c2)c2cn(-c3ccccc3Cl)nc12	0.5	-2	-0.5	-82	10	0	i	15	-11
CCOC(=O)c1[nH]c(C)c(C(=O)OCCN2C(=O)c3ccccc3C2=O)c1C	-0.1	-3	0.3	22	-9	-3	i	2	-2
O=C(NCc1ccc(Cl)cc1)N1CCOCC1	-0.8	-4	0.7	3	-9	-2	i	-4	-5
O=C(Nc1ccccc1Cl)O/N=C(/c1ccccc1)c1ccccn1	1.4	-4	0.1	3	-4	-3	i	-2	0
COC(=O)c1cc([N+](=O)[O-])c(-n2ccnc2)c([N+](=O)[O-])c1	-0.1	-4	-0.1	11	15	2	i	-6	5
Cc1cccc(/C=C2\Sc3ccc(C(=O)NCC4CCCO4)cc3N(C)C2=O)c1 (stereo not drawn)	-0.2	-12	-0.4	23	1	0	i	0	2
O=C1[C@H](Cc2ccccc2)NCC=CC[C@@H](c2ccco2)N1Cc1ccccc1	2.1	0	-0.4	-9	3	0	i	2	14
Cc1nc(-c2ccc(Cl)cc2)sc1C(=O)NNC(=O)C(C)C	0.2	-2	0.2	7	-6	1	i	0	-5
Cc1ccc(S(=O)(=O)N(C)c2ccc(OC(=O)c3ccc(N4CCCC4=O)cc3)cc2)cc1	-0.7	-1	0.4	-8	5	-3	i	1	4
COc1ccc(NC(=O)C(C)SCc2ccccc2)cc1 (stereo not drawn)	0.2	-3	-0.8	-3	-3	-1	i	3	2
COc1ccc(Cl)cc1NC(=O)CNc1ccccc1F	0.5	-2	0.0	-24	25	-4	i	-1	18
CCN1CC2=C(OC(N)=C(C#N)C2c2ccccc2)/C(=C\c2ccccc2)C1 (stereo not drawn)	0.3	-2	-0.8	0	0	0	i	-1	-11

Compound profiles, from the list above. Order of values: MsrA inh	bovine MsrA act	Tb MetRS inh	PABP1 MLLE inh	FAS-TE inh	Rin1-Abl PPI inh	Neddyl block	CSN deneddyl inh	eLon inh
Record of Cc1nc(-c2ccc(Cl)cc2)sc1C(=O)NNC(=O)C(C)C : 0.2	-2	0.2	7	-6	1	i	0	-5
Record of CCN1CC2=C(OC(N)=C(C#N)C2c2ccccc2)/C(=C\c2ccccc2)C1 (stereo not drawn) : 0.3	-2	-0.8	0	0	0	i	-1	-11
Record of O=C(Nc1ccccc1Cl)O/N=C(/c1ccccc1)c1ccccn1 : 1.4	-4	0.1	3	-4	-3	i	-2	0
Record of Cc1ccc(S(=O)(=O)N(C)c2ccc(OC(=O)c3ccc(N4CCCC4=O)cc3)cc2)cc1 : -0.7	-1	0.4	-8	5	-3	i	1	4
Record of Cc1ccc(N(CC(O)CN2CCCC2)S(=O)(=O)c2ccc(C)cc2)cc1 (stereo not drawn) : 0.6	0	-0.4	-9	-2	1	i	3	-6
